Compound activity (PubChem)
IDE exosite inh: exo-site inhibitors of human IDE, primary screen, biochemical, fluorescence anisotropy, probe displacement | AID 1259349, 2017 | Insulin-degrading enzyme (Homo sapiens), P14735 | z-score at 20 µM | 17,000 compounds, 6.3% hits | purified IDE, FL-6b probe fluorescence polarization; hits give low values;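 active means z-score of -3 or lower, meaning strong loss of probe binding signal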;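 further: His-tagged human IDE residues 42-1019 made in E. coli with 30 nM FL-6b probe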
Target sequence (P14735 42-1019 limits assumed): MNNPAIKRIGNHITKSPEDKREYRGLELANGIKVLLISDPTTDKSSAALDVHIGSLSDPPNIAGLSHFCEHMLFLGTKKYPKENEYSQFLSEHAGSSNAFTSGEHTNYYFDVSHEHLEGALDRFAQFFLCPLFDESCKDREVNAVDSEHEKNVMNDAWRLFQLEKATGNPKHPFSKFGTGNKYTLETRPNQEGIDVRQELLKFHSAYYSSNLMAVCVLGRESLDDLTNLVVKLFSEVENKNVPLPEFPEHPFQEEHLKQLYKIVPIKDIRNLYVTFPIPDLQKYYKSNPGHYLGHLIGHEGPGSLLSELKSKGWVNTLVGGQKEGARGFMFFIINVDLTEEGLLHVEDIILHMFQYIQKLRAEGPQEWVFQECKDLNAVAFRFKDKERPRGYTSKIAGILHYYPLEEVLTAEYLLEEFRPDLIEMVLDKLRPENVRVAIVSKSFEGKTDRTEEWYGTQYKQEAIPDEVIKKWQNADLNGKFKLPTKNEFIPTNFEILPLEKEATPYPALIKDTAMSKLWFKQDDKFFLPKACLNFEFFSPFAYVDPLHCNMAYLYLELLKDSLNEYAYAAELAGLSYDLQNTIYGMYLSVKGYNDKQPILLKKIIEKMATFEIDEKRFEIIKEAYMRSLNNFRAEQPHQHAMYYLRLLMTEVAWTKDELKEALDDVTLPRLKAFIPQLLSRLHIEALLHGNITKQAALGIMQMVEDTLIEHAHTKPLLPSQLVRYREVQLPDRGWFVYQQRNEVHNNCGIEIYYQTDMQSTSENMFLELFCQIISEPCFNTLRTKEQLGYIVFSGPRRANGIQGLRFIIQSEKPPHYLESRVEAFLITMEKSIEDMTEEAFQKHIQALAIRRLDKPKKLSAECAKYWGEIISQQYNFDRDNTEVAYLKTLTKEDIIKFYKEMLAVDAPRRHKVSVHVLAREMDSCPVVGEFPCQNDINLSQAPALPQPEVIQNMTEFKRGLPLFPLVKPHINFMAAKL
Active calls of the source: *.

SMILES | IDE exosite inh
COc1ccccc1NC(=O)N1CC(=O)N2[C@H](C1)[C@H](c1ccc(-c3ccc(C)cc3)cc1)[C@@H]2CO | 0.68
Cc1cccc(S(=O)(=O)N2CCCCN3[C@@H](CO)[C@H](c4ccc(C#C[C@H](C)O)cc4)[C@@H]3C2)c1 | 1.8
N#C[C@@H]1[C@H](c2ccc(C#Cc3ccccc3F)cc2)[C@H](CO)N1C(=O)C1CCCCC1 | -0.57
CN1CCCCN2[C@H](CO)[C@@H](c3ccc(C#Cc4ccccc4F)cc3)[C@H]2C1 | -4.7*
O=C(Nc1cccc(Cl)c1)N1C[C@@H]2[C@H](c3ccccc31)[C@H](CO)N2Cc1cccnc1 | 3.7
COCC(=O)N1[C@H](CO)[C@@H](c2ccccc2)C12CN(Cc1cc(F)ccc1F)C2 | 1.7
O=C(C[C@H]1C=C[C@H](NC(=O)Nc2ccc3c(c2)OCO3)[C@H](CO)O1)NCCCN1CCOCC1 | 2.3
O=C(c1ccncc1)N1CC(=O)N2[C@H](CO)[C@H](c3ccc(-c4cccnc4)cc3)[C@H]2C1 | 0.36
OC[C@@H]1[C@@H](c2ccc(/C=C/c3ccccc3)cc2)[C@@H]2CN(Cc3ccncc3)CCCCN12 | -5*
O=C(C[C@@H]1CC[C@@H]2NC[C@H](O)COC[C@H]2O1)NC1Cc2ccccc2C1 | -1.6
C[C@@H]1CN([C@@H](C)CO)C(=O)c2cc(NC(=O)C3CCCCC3)ccc2O[C@@H](C)CCCCO[C@H]1CN(C)C(=O)CCC(F)(F)F | -1.2
CCC(=O)N1Cc2cc(C(=O)NCCOC)nc(-c3cccc(-c4ccc(C#N)cc4)c3)c2[C@H]1CCO | -0.19
CC(=O)N1[C@H](CN(CC(C)C)C(=O)c2ccccn2)[C@H](c2ccccc2)[C@@H]1CO | 0.92
CN1C(=O)c2cc(NC(=O)c3ccc(C(F)(F)F)cc3)ccc2OC[C@H]2O[C@H](CC(=O)NCc3ccc4c(c3)OCO4)CC[C@H]21 | -0.12
COc1cccc(-c2ccc([C@@H]3[C@H]4CN(C(=O)C5CCCCC5)CC(=O)N4[C@H]3CO)cc2)c1 | -7.6*
CC(=O)N1C[C@@H]2N[C@H](C1)C2c1ccc(-c2ccccc2)cc1 (some centres undefined) | 1.4
CN1C(=O)c2cc(NC(=O)c3cnccn3)ccc2OC[C@@H]2O[C@@H](CC(=O)N[C@@H]3CCN(Cc4ccccc4)C3)CC[C@H]21 | -1.6
O=C(C1CCOCC1)N1CC(=O)N2[C@H](CO)[C@@H](c3ccc(/C=C/c4ccccc4)cc3)[C@@H]2C1 | -5.5*
CCNC[C@@H]1[C@H](c2ccc(-c3ccc(F)cc3)cc2)[C@H](CO)N1S(C)(=O)=O | 5.1
O=C(O)C[C@@H]1C=C[C@H](NC(=O)Nc2cc(F)ccc2F)[C@H](CO)O1 | 0.77
COc1cccc(S(=O)(=O)N2C[C@H](O)COC[C@@H]3O[C@H](CC(=O)N4CCN(c5ccccc5)CC4)CC[C@H]32)c1 | 0.21
C[C@H]1CN([C@@H](C)CO)C(=O)CCCn2nncc2CO[C@@H]1CN(C)S(=O)(=O)c1ccc(Oc2ccccc2)nc1 | 0.26
COc1ccc(-c2ccc([C@H]3[C@H]4CN(C(=O)c5ccc(F)cc5)CCCCN4[C@H]3CO)cc2)cc1 | -0.36
COCC(=O)N1[C@H](CO)[C@H](c2ccccc2-c2ccc(C)cc2)[C@@H]1C#N | 0.23
N#C[C@@H]1[C@@H](c2ccccc2C2=CCCCC2)[C@@H](CO)N1C(=O)Cc1ccncc1 | 1.8
N#C[C@@H]1[C@H](c2ccccc2-c2ccc(F)cc2)[C@@H](CO)N1c1ncc(-c2ccccc2)s1 | 0.61
CCN(C[C@@H]1N[C@H](CO)[C@H]1c1ccc(-c2cccc(C#N)c2)cc1)C(=O)COC | 3.3
O=C(Cc1ccccn1)N1CC2(C1)[C@@H](c1ccccc1)[C@@H](CO)N2C(=O)c1ccncc1 | -3.3*
COc1ccc2c3c([nH]c2c1)[C@@H](CO)NCC31CCN(C(=O)c2ccccc2)CC1 | -1.8
O=C(CN1CCOCC1)N1CCCCN2[C@@H](CO)[C@H](c3ccc(/C=C/c4ccccc4)cc3)[C@@H]2C1 | -4.3*
C[C@H](CO)N1C[C@H](C)[C@H](CN(C)S(=O)(=O)c2cccc(C#N)c2)OCc2cn(nn2)CCCC1=O | -0.37
O=C(c1ccccc1F)N1CC(=O)N2[C@H](CO)[C@H](c3ccc(-c4ccc(F)cc4)cc3)[C@H]2C1 | 3.6
O=C(c1ccccc1F)N1C[C@H]2[C@@H](c3ccccc31)[C@@H](CO)N2Cc1ccc2c(c1)OCO2 | -0.92
COc1ccc(-c2ccc([C@@H]3[C@@H](CO)N4C(=O)CN(Cc5ccc(F)cc5)C[C@@H]34)cc2)cc1 | 3.6
COc1ccc(-c2ccc3c(c2)[C@H]2[C@H](CCN2C(=O)Nc2ccccc2OC)[C@H](CO)N3C)cc1 | 2.4
CCN(C[C@H]1[C@H](c2ccc(-c3ccccc3)cc2)[C@H](CO)N1CC1CC1)C(C)=O | 2.5
CCCC(=O)N1CC2(CN(C(=O)C3CC3)C2)c2c(n(C)c3cc(OC)ccc23)[C@@H]1CO | 0.16
CN1CCN(C(=O)C[C@H]2CC[C@H]3[C@@H](COC[C@@H](O)CN3Cc3cccc(-c4ccncc4)c3)O2)CC1 | 0.81
O=C(C1CCCCC1)N1CC(=O)N2[C@H](CO)[C@H](c3ccc(-c4cccnc4)cc3)[C@H]2C1 | -4.7*
COCC#Cc1ccc([C@H]2[C@@H](CO)N3C(=O)CN(C(=O)C4CCCCC4)C[C@H]23)cc1 | -0.73

Taken from the listing, 11 compounds:
SMILES | IDE exosite inh
COc1ccc(-c2ccc([C@H]3[C@H]4CN(C(=O)c5ccc(F)cc5)CCCCN4[C@H]3CO)cc2)cc1 | -0.36
COCC(=O)N1[C@H](CO)[C@H](c2ccccc2-c2ccc(C)cc2)[C@@H]1C#N | 0.23
N#C[C@@H]1[C@@H](c2ccccc2C2=CCCCC2)[C@@H](CO)N1C(=O)Cc1ccncc1 | 1.8
N#C[C@@H]1[C@H](c2ccccc2-c2ccc(F)cc2)[C@@H](CO)N1c1ncc(-c2ccccc2)s1 | 0.61
CCN(C[C@@H]1N[C@H](CO)[C@H]1c1ccc(-c2cccc(C#N)c2)cc1)C(=O)COC | 3.3
O=C(Cc1ccccn1)N1CC2(C1)[C@@H](c1ccccc1)[C@@H](CO)N2C(=O)c1ccncc1 | -3.3*
COc1ccc2c3c([nH]c2c1)[C@@H](CO)NCC31CCN(C(=O)c2ccccc2)CC1 | -1.8
O=C(CN1CCOCC1)N1CCCCN2[C@@H](CO)[C@H](c3ccc(/C=C/c4ccccc4)cc3)[C@@H]2C1 | -4.3*
C[C@H](CO)N1C[C@H](C)[C@H](CN(C)S(=O)(=O)c2cccc(C#N)c2)OCc2cn(nn2)CCCC1=O | -0.37
O=C(c1ccccc1F)N1CC(=O)N2[C@H](CO)[C@H](c3ccc(-c4ccc(F)cc4)cc3)[C@H]2C1 | 3.6
O=C(c1ccccc1F)N1C[C@H]2[C@@H](c3ccccc31)[C@@H](CO)N2Cc1ccc2c(c1)OCO2 | -0.92

(listing goes on)
SMILES | IDE exosite inh
Cc1noc(C)c1NC(=O)N(C)C[C@H]1Oc2cc(C#CCN(C)C)ccc2S(=O)(=O)N([C@@H](C)CO)C[C@@H]1C | 0.01
Cc1ccccc1-c1ccc([C@H]2[C@@H](CO)N3C(=O)CN(C(=O)Nc4ccc(F)cc4)C[C@H]23)cc1 | -21*
CC(C)(O)C#Cc1ccc([C@H]2[C@@H](CO)N3CCCCN(C(=O)c4ccncc4)C[C@H]23)cc1 | 1.8
CC(C)NC(=O)N[C@H]1CC[C@H](CC(=O)NCCCN(C)C)O[C@H]1CO | 0.51
CCC(=O)N1[C@@H](CO)[C@@H](c2ccc(-c3cccnc3)cc2)[C@@H]1CN(CC)C(C)=O | 1.6
Cc1cccc(S(=O)(=O)N2CCCCN3[C@H](CO)[C@@H](c4ccc(-c5cccnc5)cc4)[C@@H]3C2)c1 | -3.7*
CN1CCN(C(=O)C[C@@H]2CC[C@@H]3[C@H](COC[C@@H](O)CN3C(=O)c3ccccc3F)O2)CC1 | -0.22
COc1ccc2c3c(n(C)c2c1)[C@H](CO)N(S(=O)(=O)c1ccc(C)cc1)CC31CN(C(=O)c2ccccn2)C1 | 1.4
COc1ccc(C#Cc2ccc([C@@H]3[C@@H](CO)N4CCCCN(Cc5ccccc5F)C[C@@H]34)cc2)cc1 | 6.9
O=C1NCCOCc2cn(nn2)CC[C@H]1Cc1ccc(F)cc1 | -1.1
CO[C@H](CN(C)Cc1nccs1)[C@H](C)CN([C@H](C)CO)S(=O)(=O)c1ccc(F)cc1 | -0.66
O=C(C1CCCCC1)N1CC2(C1)[C@H](c1ccccc1)[C@H](CO)N2CCC(F)(F)F | -1.2
Cc1cccc(-c2ccc([C@H]3[C@@H](CO)N4C(=O)CN(C(=O)c5ccc6c(c5)OCO6)C[C@@H]34)cc2)c1 | -3.1*
COCC(=O)N1CC2(C1)[C@@H](c1ccccc1)[C@@H](CO)N2C(=O)NC1CCCC1 | -1
COCC(=O)Nc1ccc2c(c1)C(=O)N(C)[C@H]1CC[C@@H](CC(=O)NC3Cc4ccccc4C3)O[C@H]1CO2 | 0.59
Cc1ccc(S(=O)(=O)N(C)C[C@H]2OCCCC[C@H](C)Oc3ccc(NC(=O)c4ccncc4)cc3C(=O)N([C@H](C)CO)C[C@@H]2C)cc1 | 0.77
COCC(=O)NC[C@H]1[C@@H](c2ccc(-c3ccccc3)cc2)[C@@H](CO)N1C(C)=O | 2.1
O=C(c1cccnc1)N1CC(=O)N2[C@H](CO)[C@H](c3ccc(C#CCC4CCCC4)cc3)[C@H]2C1 | 0.77
COc1ccc(NC(=O)N2CCCCN3[C@@H](CO)[C@H](c4ccc(C#Cc5ccccn5)cc4)[C@@H]3C2)cc1 | 1.9
C[C@H]1CN([C@@H](C)CO)C(=O)CCCn2cc(nn2)CO[C@@H]1CN(C)C(=O)Nc1cccc(C(F)(F)F)c1 | -0.14
CCS(=O)(=O)N1CC(=O)N2[C@@H](CO)[C@H](c3ccc(-c4ccccc4C)cc3)[C@@H]2C1 | -5.8*
O=C(C[C@H]1CC[C@H]2[C@@H](COC[C@@H](O)CN2Cc2nccs2)O1)NCc1ccccc1Cl | -0.41
O=C(c1cccnc1)N1CC(=O)N2[C@H](CO)[C@@H](c3ccc(-c4ccccc4F)cc3)[C@H]2C1 | 0.12
CNC[C@@H]1OCc2cnnn2CCCC(=O)N([C@@H](C)CO)C[C@H]1C | -0.4
Cc1noc(C)c1S(=O)(=O)N(C)C[C@@H]1OCCCC[C@H](C)Oc2ccc(NS(=O)(=O)c3cn(C)cn3)cc2C(=O)N([C@@H](C)CO)C[C@H]1C | 0.11
CCCC#Cc1ccc([C@H]2[C@@H](CO)N(S(C)(=O)=O)[C@H]2C#N)cc1 | 2.6
C[C@@H]1CCCCO[C@@H](CN(C)S(=O)(=O)c2ccc(Cl)cc2)[C@H](C)CN([C@H](C)CO)C(=O)c2cc(NC(=O)Nc3ccc(C(F)(F)F)cc3)ccc2O1 | 0.47
CS(=O)(=O)N1CC(=O)N2[C@@H](CO)[C@@H](c3ccc(Br)cc3)[C@@H]2C1 | -1.1
C[C@H](NC(=O)C[C@@H]1C[C@@H]2c3cc(NS(=O)(=O)c4ccc(F)cc4)ccc3O[C@@H]2[C@@H](CO)O1)c1ccccc1 | -0.63
COc1ccc(NC(=O)N2CCCCN3[C@@H](CO)[C@@H](c4ccc(C#Cc5ccccn5)cc4)[C@@H]3C2)cc1 | 0.34
C[C@@H](NC(=O)C[C@H]1CC[C@H]2[C@@H](COC[C@@H](O)CN2Cc2ccc(C(F)(F)F)cc2)O1)c1ccccc1 | -0.039
COc1cccc(C#Cc2ccc([C@H]3[C@@H](C#N)N(C(=O)C4CC4)[C@@H]3CO)cc2)c1 | -2.6
COc1cccc(S(=O)(=O)N2CCCCN3[C@@H](CO)[C@@H](c4ccc(C#CC5CC5)cc4)[C@@H]3C2)c1 | 0.28
N#C[C@H]1[C@@H](c2ccccc2-c2cccc(F)c2)[C@@H](CO)N1C(=O)C1CC1 | 0.78
CO[C@@H]1CN(C)C(=O)c2cc(NC(=O)C3CC3)ccc2OC[C@H](C)N(Cc2cc(F)ccc2F)C[C@@H]1C | 2.7
COc1cccc(S(=O)(=O)N2C[C@H](O)COC[C@H]3O[C@@H](CC(=O)N4CCN(c5ccccc5)CC4)CC[C@@H]32)c1 | 1.2
Cc1ccccc1S(=O)(=O)N1CCCCN2[C@H](CO)[C@@H](c3ccc(-c4cccnc4)cc3)[C@H]2C1 | -0.049
O=C(c1cccnc1)N1CC(=O)N2[C@H](CO)[C@H](c3ccc(/C=C/c4ccccc4)cc3)[C@H]2C1 | -16*
CCCNC(=O)N(C)C[C@@H]1Oc2cc(C#C[C@@H](C)O)ccc2S(=O)(=O)N([C@H](C)CO)C[C@H]1C | -0.21
C/C=C/c1ccc([C@H]2[C@@H](CO)N3CCCCN(C(=O)NC4CCCC4)C[C@H]23)cc1 | 1.3
COCC(=O)N1CC(=O)N2[C@H](CO)[C@@H](c3ccc(C#CC4CCCCC4)cc3)[C@@H]2C1 | 1.2
COc1cccc(NC(=O)N2CC(=O)N3[C@H](CO)[C@@H](c4ccc(Br)cc4)[C@@H]3C2)c1 | 0.75
COc1ccc2c3c(n(C)c2c1)[C@H](CO)N(C(=O)c1ccccn1)CC31CN(C(=O)Cc2ccccc2)C1 | 0.53
C[C@H](CO)N1C[C@H](C)[C@@H](CN(C)S(=O)(=O)c2ccccc2F)Oc2ncc(/C=C/c3ccccc3)cc2C1=O | 0.42
COc1ccccc1C#Cc1ccc([C@H]2[C@@H](CO)N3CCCCN(C(=O)C4CCC4)C[C@H]23)cc1 | -10*
C[C@@H]1CN([C@@H](C)CO)C(=O)CCCn2cc(nn2)CO[C@H]1CN(C)S(=O)(=O)c1ccc(-n2cccn2)cc1 | 0.31
CCCC#Cc1ccc([C@H]2[C@H](CO)N3C(=O)CN(C(=O)c4cccc(F)c4)C[C@@H]23)cc1 | 0.27

Not all compounds are listed. The share of hits here may be higher or lower than overall.
